# Source: PubChem BioAssay
# OX1R antag: OX1R (HCRTR1) antagonists, primary screen, fluorescence, CHO/OX1R cells, Fluo-8 calcium, orexin A. Fluo-8 calcium fluorescence. inhibition, % at 5 µM. actives 0.43% (n = 330,000);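 active = inhibition above its plate's threshold, mean inhibition of all tested compounds on the plate plus 3 SD, cut at about 37% in these data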;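 note: 0% = orexin A challenge wells and 100% = SB-334867-A antagonist wells; not every result past the cut was called active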
# Target sequence (O43613 whole entry, looked up): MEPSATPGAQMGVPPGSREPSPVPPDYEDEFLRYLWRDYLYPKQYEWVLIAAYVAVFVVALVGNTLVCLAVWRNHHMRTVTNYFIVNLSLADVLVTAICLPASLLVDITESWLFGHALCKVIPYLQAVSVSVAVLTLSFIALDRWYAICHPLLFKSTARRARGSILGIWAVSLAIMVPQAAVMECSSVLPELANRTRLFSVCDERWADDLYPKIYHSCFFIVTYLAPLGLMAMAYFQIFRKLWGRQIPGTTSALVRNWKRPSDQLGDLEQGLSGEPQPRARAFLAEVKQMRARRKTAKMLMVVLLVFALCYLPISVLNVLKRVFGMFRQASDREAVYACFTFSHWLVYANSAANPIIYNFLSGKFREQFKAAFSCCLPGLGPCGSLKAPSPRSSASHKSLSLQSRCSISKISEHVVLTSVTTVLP
# CHT PAM: CHT positive allosteric modulators, primary screen, cell-based, membrane potential dye, choline EC20; High affinity choline transporter 1 (Homo sapiens), Q9GZV3; CHT-expressing cells; active compounds read high; LV-AA mutant CHT in HEK293 cells; B-score at 10 µM; actives 0.49% (n = 310,000);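 active = initial fluorescence not abnormally high and integrated response B-score, plate-corrected, over 3 SD above library mean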
# Target sequence (Q9GZV3 whole entry, looked up): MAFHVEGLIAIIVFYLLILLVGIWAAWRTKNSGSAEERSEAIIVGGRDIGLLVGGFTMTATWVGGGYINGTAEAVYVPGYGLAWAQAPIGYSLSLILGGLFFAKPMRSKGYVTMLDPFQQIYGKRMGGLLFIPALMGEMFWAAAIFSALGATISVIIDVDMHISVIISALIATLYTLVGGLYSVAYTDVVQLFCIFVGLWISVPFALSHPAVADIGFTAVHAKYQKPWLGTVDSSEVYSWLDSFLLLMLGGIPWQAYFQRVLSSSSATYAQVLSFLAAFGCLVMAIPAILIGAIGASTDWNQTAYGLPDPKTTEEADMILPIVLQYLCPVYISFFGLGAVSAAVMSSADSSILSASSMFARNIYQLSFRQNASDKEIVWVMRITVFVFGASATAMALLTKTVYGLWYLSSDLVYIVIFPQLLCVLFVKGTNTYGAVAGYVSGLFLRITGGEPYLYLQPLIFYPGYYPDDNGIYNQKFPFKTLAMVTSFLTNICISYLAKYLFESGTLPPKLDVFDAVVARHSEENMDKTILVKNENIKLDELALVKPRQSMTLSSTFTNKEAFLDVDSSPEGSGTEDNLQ
# The depositor's hits bear a star; i = inactive; x = no result given.
SMILES,OX1R antag,CHT PAM
C=CCSc1nc2ccccc2c(=O)[nH]1,-17,i
Cc1c(C(=O)Nc2ccc(F)cc2)sc2ncn(CC(=O)N3CCCCC3)c(=O)c12,-14,i
COc1cc(OC)cc(C(=O)Nc2ccc(CN3CCCCC3)cc2)c1,-10,i
CC(=O)C(Cc1ccccc1)NC(=O)COc1ccc2c(c1)OCO2 (stereo unspecified),-1,x
Cc1cccc(OCC(=O)NCc2nc(-c3ccccc3)no2)c1,-18,i
CC(=O)Nc1ccc(S(=O)(=O)Nc2ccc(=O)n(Cc3ccc(Cl)c(Cl)c3)c2)cc1,-4,i
O=[N+]([O-])c1cccc(-c2nc(-c3ccccc3)c(-c3cccs3)[nH]2)c1,-4,i
COc1ccc(/C=N/NC(=O)Cn2cc(C(F)(F)F)ccc2=O)cc1,-12,i
COc1ccccc1NC(=O)/C(=C\c1cccs1)NC(=O)c1ccco1,-19,i
COc1ccccc1CCC(=O)OCC(=O)c1c(N)n(CC(C)C)c(=O)n(C)c1=O,24,i
COc1ccccc1-n1cnc2cc(C(=O)NCc3ccco3)ccc21,-25,i
Cc1cccc(NC(=O)CSc2nnc(CNC(=O)c3ccc(S(=O)(=O)N(C)C)cc3)n2-c2ccccc2)c1,-14,i
O=C(Nn1cnc2ccccc2c1=O)c1ccc(Br)cc1,-9,i
C/C(N)=C(/C#N)C(=O)COC(=O)c1cc(-c2ccc(Br)cc2)nc2ccccc12,-2,i
CCOc1cccc(C2C(C(=O)c3ccco3)=C(O)C(=O)N2Cc2ccncc2)c1 (stereo unspecified),-1,i
Cc1ccc(SCc2nc(-c3ccccn3)no2)cc1,-4,i
CCc1ccccc1NC(=O)C1CCCN1S(=O)(=O)c1ccc2c(c1)n(C)c(=O)c(=O)n2C (stereo unspecified),-16,i
CCCCCCC(=O)c1c(C)[nH]c(C(=O)OCC)c1C,-49,i
COc1cc(CC(=O)Nc2sccc2C(N)=O)cc(OC)c1OC,5,i
COc1cc(CNc2ccc3[nH]c(=O)[nH]c3c2)ccc1OCc1ccc(Cl)cc1,-2,i
CCCCNC(=S)N/N=C1\C(=O)c2cccc3cccc1c23,-11,i
CC1CCCCN1Cc1c(O)ccc2c(=O)c(-c3nc4ccccc4s3)c(N)oc12 (stereo unspecified),-24,i
CCN(CC(=O)NC1CCCC1)S(=O)(=O)c1ccc(C)cc1,-17,i
N#CCC(CNc1ncc(C(F)(F)F)cc1Cl)OC(=O)c1c(F)cccc1F (stereo unspecified),46,i
NC(=O)CC(NC(=O)Cc1ccc(Cl)cc1)c1ccc(NCC2CC2)c([N+](=O)[O-])c1 (stereo unspecified),-28,i

# Compounds shown so far that contain bromine, in the order listed:
SMILES,OX1R antag,CHT PAM
O=C(Nn1cnc2ccccc2c1=O)c1ccc(Br)cc1,-9,i
C/C(N)=C(/C#N)C(=O)COC(=O)c1cc(-c2ccc(Br)cc2)nc2ccccc12,-2,i

# More results
SMILES,OX1R antag,CHT PAM
C=CC[C@H](CC(=O)N(CCO)Cc1ccccc1)C(=O)NC[C@@H](OC(=O)[C@@H](CC=C)Cc1ccc(F)cc1)c1ccccc1,10,x
CCCCNC(=O)COC(=O)c1cc(Br)ccc1Cl,-4,i
CCOc1ccc(OCCC(=O)OCC(=O)Nc2ccc3c(c2)OCO3)cc1,-3,i
O=S(=O)(/N=C(/Nc1cccc2ccccc12)c1ccccc1)c1ccc(F)cc1,-23,i
CN(C)C(=O)c1cc(-c2ccccc2)no1,-6,i
COc1cccc(-c2cc(=O)c3cc(NC(=O)c4ccc(N(C)C)cc4)ccc3[nH]2)c1,-5,i
O=C(Nc1cccc(C(F)(F)F)c1)c1ccc2nc(-c3ccco3)c(-c3ccco3)nc2c1,-14,i
O=C(NCCCn1ccnc1)C(=O)NCC1OCCN1S(=O)(=O)c1ccc2c(c1)OCCO2 (stereo unspecified),-8,i
Cc1cc(NC(=O)C2C3C(=O)N(Cc4ccc(Cl)cc4)C(C(=O)NC(C)(C)C)C34C=CC2(C)O4)no1 (stereo unspecified),-18,i
C[C@@H]1CCC(=O)N(CC[C@H](Sc2ccccc2)c2ccccc2)CC1,-29,i
COC(=O)CCn1c(C)cc(C(=O)COc2ccccc2C(N)=O)c1C,10,i
COc1cc(/C=C2\SC(N)=NC2=O)ccc1OCC(=O)Nc1ccccc1C,0,x
O=C(c1ccco1)N1CCN(c2nc3ccsc3c(=O)s2)CC1,-2,i
CS(=O)(=O)N(CC(=O)NCc1ccc(Cl)cc1)C1CCCCC1,-24,i
CN(C/C=C/C#CC(C)(C)C)Cc1cccc2ccccc12,-52,i
CCOC(=O)c1cn2cccnc2n1,-12,i
Cc1cc(C)n2nc(SC(C)C(=O)N(C)C3CCCCC3)nc2n1 (stereo unspecified),-33,x
O=C(NCc1ccccn1)c1ccc(Cn2cc(C(F)(F)F)ccc2=O)cc1,-10,i
CS(=O)(=O)Nc1ccc(C(=O)NC2CC3CCC2C3)cc1 (stereo unspecified),6,i
CN(C)NC(=O)c1cccc(Cl)c1,-3,i
CCOC(=O)c1cn(CC)c2ccc(S(=O)(=O)N3CC(C)CC(C)C3)cc2c1=O (stereo unspecified),-25,i
O=C(COC(=O)c1cccnc1Cl)NC1CCCCCC1,-8,x
CSc1ccccc1NC(=O)CN(C)CC(=O)Nc1ccc(S(=O)(=O)N2CCCC2)cc1,3,x
COc1ccccc1CNC(=O)C1CCN(S(=O)(=O)N2CCCCC2)CC1,-15,i
Cc1ccc(SCc2nc3ccccc3n2CC(=O)Nc2c(C)cccc2C)cc1,-25,i
# Continuation:
SMILES,OX1R antag,CHT PAM
CCn1c(CC(=O)Nc2ccc(F)cc2)nnc1SCC(=O)NC1=NCCS1,-8,i
CC(C)NC(=O)Cn1nnc(-c2ccc(Cl)cc2)n1,7,i
COc1cccc(CNC(=O)CCn2ccc3cc(S(=O)(=O)N4CCCC4)ccc32)c1,-19,i
Cc1cc(OCC(=O)NCc2ccccn2)c2c(C)cc(=O)oc2c1,-3,i
Cc1cccc(CSC(Nc2ccc(F)cc2)=C(C#N)C#N)c1,5,i
C=CCN1c2ccccc2[C@]23C[C@@H](C(=O)OC)N(C(=O)NC4CCCC4)C2=NC(C(=O)OC)=C(C(=O)OC)[C@H]13,-20,i
CCOc1cc(C(=S)N2CCOCC2)ccc1OS(=O)(=O)c1ccc(NC(C)=O)cc1,-3,i
O=C(CCCOc1ccc(Cl)cc1Cl)N/N=C/c1ccc(Cl)cc1,-40,i
Cc1cccc(-n2c(SCC(=O)Nc3cccc(S(=O)(=O)NC4=NCCCCC4)c3)nc3ccccc3c2=O)c1C,-12,i
CC[C@@H](C)C(NC(=O)OC(C)(C)C)c1cn([C@@H](Cc2cc3ccccc3[nH]2)C(=O)N2CCN(C(=O)OC(C)(C)C)CC2)nn1 (stereo partly specified),-22,i
Cc1cc(Oc2ccc(N)cn2)ccc1Cl,12,i
COc1ccc(NC(=O)COC(=O)c2ccc(F)cc2F)cc1,3,i
O=C(c1ccccc1Sc1ccc([N+](=O)[O-])cc1Cl)N1CCOCC1,-8,i
C/C(=N\Nc1cc(N2CCOCC2)ncn1)c1ccccc1,-18,i
CCc1ccccc1NC(=O)CCNS(=O)(=O)c1ccc2c(c1)CCC(=O)N2,-14,i
COC(=O)C1=CN(Cc2ccc(OC)c(OC)c2)C=C(C(=O)OC)C1c1ccc(F)cc1,-22,i
COCC(=O)N/N=C\c1ccc(OC/C=C/c2ccccc2)c(OC)c1,x,i
O=[N+]([O-])c1ccc(C2(O)CN(c3ccccc3)C3=[N+]2CCS3)cc1 (stereo unspecified),-9,i
Cc1cc(C)n(-c2nnc3c4ccccc4n(C)c3n2)n1,-2,i
COc1cccc(NC(=O)C2CC(=O)N(C)C(=Nc3cccc(F)c3)S2)c1 (stereo unspecified),-3,i
C=CCn1c(SCC(=O)Nc2nc(C)cs2)nnc1C(CO)NC(=O)c1ccccc1 (stereo unspecified),-24,i
CCOc1ccc(C(=O)NCC(=O)NC(C)CCc2ccccc2)cc1OCC (stereo unspecified),x,i
O=C(c1ccncc1)N(c1ccc2oc3c(c2c1)CCCC3)S(=O)(=O)c1ccc(F)cc1,-29,i
Cc1c(-c2cc(C(=O)O)on2)cnn1C,4,i
COCCNC(=O)c1c[nH]c2ccc(S(=O)(=O)N3CCc4ccccc43)cc2c1=O,-18,i
# Carrying on:
SMILES,OX1R antag,CHT PAM
O=C(Cn1nnc2ccccc21)NNC(=S)NC1CCCCC1,-22,i
CN1CC(=O)N(CC(=O)Nc2cc(Cl)cc(Cl)c2)C1=O,-19,i
CC1=C(C(=O)NCc2ccccc2)C(c2cccs2)n2ncnc2N1 (stereo unspecified),-11,i
Cc1ccc(NS(=O)(=O)c2ccc3c(c2)NC(=O)CC(=O)N3)cc1C,5,i
O=S(=O)(Cc1ccccc1)Nc1ccc(S(=O)(=O)NCC2CCCO2)cc1 (stereo unspecified),-3,i
O=C1CCC(=O)O1,-11,x
Cc1ccc(S(=O)(=O)N=Nc2c(O)[nH]c3ccccc23)cc1C,-16,i
COc1ccc(F)cc1S(=O)(=O)Nc1ccc2c(c1)OCCO2,-3,i
C=CCn1c(SCC(=O)N(C)C2CCS(=O)(=O)C2)nnc1-c1ccccc1 (stereo unspecified),-6,i
CCOc1ccccc1C(=O)Nc1ccc2nc3n(c(=O)c2c1)CCCCC3,94*,i
CCN(CC)C(=O)C1CCN(S(=O)(=O)c2ccc3oc4ccccc4c3c2)CC1,18,i
Cc1cnn2c(C3CC3)ccnc12,22,i
C=CCOC(=O)C1=C(C)NC(SCC)=C(C#N)C1c1ccc(Cl)cc1 (stereo unspecified),0,i
Cc1cc(C)nc(NC(=O)CCC2CCCC2)c1,-31,i
O=C(CCC(=O)N1CCOc2ccccc21)Nc1ccc(F)cc1F,-23,i
Cc1nn(C(C)C(=O)NNC(=S)Nc2ccc(Cl)cc2)c(C)c1[N+](=O)[O-] (stereo unspecified),-18,i
CCOc1ccc(OCc2cccc(C(=O)Nc3ccc(CN4CCCCC4)cc3)c2)cc1,-18,i
FC(F)Oc1ccccc1NC(=S)Nc1cccnc1,-9,i
CCCN1CCN(S(=O)(=O)c2cn(C)nc2C)CC1,12,i
COc1ccc(CNC(=O)c2cccc(N3CCCC3=O)c2)cc1,-14,i
COC(=O)CCC(=O)OC1(C)C(=O)C=C2C=C(C3CC3)N(Cc3ccco3)C=C2C1=O (stereo unspecified),-6,i
CNc1nc(C)c(C#N)cc1C(C)=O,-14,i
O=C(Nc1ccc(Br)cc1)Nc1ccccc1F,-6,i
CCOC(=O)c1cc(-c2ccc(F)cc2)n(CC(=O)NC(C)CC)c1C (stereo unspecified),-25,i
Cc1cc(C)c(S(=O)(=O)N2CCCC(C(=O)N3CCCC3)C2)c(C)c1 (stereo unspecified),-8,i

# Marked active in OX1R antag, among the entries above:
Compound	OX1R antag
CCOc1ccccc1C(=O)Nc1ccc2nc3n(c(=O)c2c1)CCCCC3	94*

# New compounds follow:
SMILES,OX1R antag,CHT PAM
COCCCN(C(=S)Nc1c(C)cc(C)cc1C)C(C)c1ccccn1 (stereo unspecified),-12,i
CCC(=O)NC(=S)N1CCN(c2ccc([N+](=O)[O-])cc2Cl)CC1,-18,i
O=C(c1ccc(C(F)(F)F)cc1)C1CCCN(C(=O)CN2C(=O)CSC2=O)C1 (stereo unspecified),-22,i
COc1ccc(CCNC(=O)C2CCN(S(=O)(=O)N3CCC4(CC3)OCCO4)CC2)cc1OC,-12,i
CN(C)S(=O)(=O)Oc1ccc(C(=O)Nc2ccc([N+](=O)[O-])cc2)cc1,9,i
CN(C)c1nc(N)nc(/C(C#N)=C/C2CC3C=CC2C3)n1 (stereo unspecified),-23,i
Cc1ccc(C)c(-c2nnc(NC(=O)CCS(=O)(=O)c3ccccc3)o2)c1,-32,i
COc1cc(C(=O)NC(=S)N(C)Cc2ccccc2)cc(OC)c1OC,-26,i
O=C(NNC(=O)c1cccc(S(=O)(=O)N2CCCCC2)c1)c1ccccc1,-9,x
CCOc1ccccc1CNC(=O)c1ccc2c(c1)N(CC)CCS2,-30,i
CN(C)N1C(=O)CC(N2CCCCC2)C1=O (stereo unspecified),-6,i
Clc1ccc(-c2nnc3sc(-c4ccc(Br)o4)nn23)c(Cl)c1,-18,i
CC(C)[C@@]1(c2ccccc2)ON(c2ccccc2C(F)(F)F)C1=O,-9,x
COc1ccc(OC2CCN(S(=O)(=O)c3ccc(F)cc3)CC2)cc1,-28,i
COc1cc(OC)cc(C(=O)NCC2CCCO2)c1 (stereo unspecified),2,i
S=c1[nH]nc(-c2ccncc2)n1Cc1ccccc1,4,i
CCOCCCNC(=O)c1cccc(NC(=O)C2=C(C)OCCS2)c1,-23,i
N/C(Cc1cccs1)=N\OC(=O)COc1ccc(Br)cc1Cl,6,i
CC(=O)NCCC(=O)Nc1cccc(S(=O)(=O)N(C)c2ccccc2)c1,-12,i
O=C(Nc1ccc(N2CCOCC2)cc1)c1ccc(Br)o1,-10,i

# Seven consecutive records already listed, for reference:
SMILES,OX1R antag,CHT PAM
COCCCN(C(=S)Nc1c(C)cc(C)cc1C)C(C)c1ccccn1 (stereo unspecified),-12,i
CCC(=O)NC(=S)N1CCN(c2ccc([N+](=O)[O-])cc2Cl)CC1,-18,i
O=C(c1ccc(C(F)(F)F)cc1)C1CCCN(C(=O)CN2C(=O)CSC2=O)C1 (stereo unspecified),-22,i
COc1ccc(CCNC(=O)C2CCN(S(=O)(=O)N3CCC4(CC3)OCCO4)CC2)cc1OC,-12,i
CN(C)S(=O)(=O)Oc1ccc(C(=O)Nc2ccc([N+](=O)[O-])cc2)cc1,9,i
CN(C)c1nc(N)nc(/C(C#N)=C/C2CC3C=CC2C3)n1 (stereo unspecified),-23,i
Cc1ccc(C)c(-c2nnc(NC(=O)CCS(=O)(=O)c3ccccc3)o2)c1,-32,i

# One compound at a time, as listed above. Order of values: OX1R antag, CHT PAM
# Clc1ccc(-c2nnc3sc(-c4ccc(Br)o4)nn23)c(Cl)c1 is listed with -18, i
# CN(C)c1nc(N)nc(/C(C#N)=C/C2CC3C=CC2C3)n1 (stereo unspecified) is listed with -23, i
